Dynein cargo inh – inhibitors of GR-EGFP nuclear translocation, primary screen, dynein cargo transport inhibitor project, imaging, high-content, 3617.4 mouse cells; test concentration mostly 20 µM; stimulated with dexamethasone, 1 µM; hits give low values; z-score, hits read low; actives 0.47% (n = 220,000); AID 1381, 2008;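 active = plate z-score of nuclear minus cytoplasmic receptor signal below a set negative limit, without overly bright fluorescence or cell loss, cut at about -3.5 in these data, passing the limit was not always enough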;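 also: z-score of nuclear minus cytoplasmic ring GR-EGFP intensity difference per well; some compounds called inactive have numbers as strong as hits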
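Buffer or medium: tetracycline-free induction medium containing charcoal-stripped FBS / Reagent: dexamethasone agonist, 1.0 µM final, for 30 min / Technique: automated 10x imaging of fixed Hoechst-stained cells / Times: induction 48 h, compound 1 h, agonist 30 min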
Hep lipid drop – inhibitors of hepatocyte lipid droplet formation, primary screen, imaging, high-throughput imaging, BODIPY stain. AML12 mouse hepatocytes, oleate lipid droplets. inhibition, % at 6.5 µM. actives 0.4% (n = 240,000);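 active = lipid droplet intensity inhibited by at least 50%, with more than 500 cells counted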
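Material: mouse AML12 hepatocyte cell line, fixed after treatment; Timing: compound with oleate, overnight; Technique: high-content imaging of BODIPY-stained droplets and DAPI nuclei; Probe or stimulus: oleate, 100 µM final; Dosing: compound at 6.5 µM only.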
b-catenin transl – modulators of beta-catenin nuclear translocation, primary screen, imaging, HeLa cells, immunofluorescence, high-content; nuclear translocation activity, % at 5 µM; actives 0.3% (n = 190,000); AID 1665, 2009;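 active = nuclear translocation activity above 50% at 5 µM, with a well cell count of 50 or more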;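 also: per-cell ratio of nuclear to cytoplasmic median beta-catenin stain intensity; plate controls were DMSO negative control for no effect and GSK-3 inhibitor IX positive control for full effect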
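Test system: human HeLa cells, native beta-catenin. Compound dosing: 5 µM primary single dose, 0.1% DMSO, 0.02–20 µM confirmation series. Incubation: compound exposure 24 h at 37°C. Detection: beta-catenin immunostaining with DAPI counterstain, 20x imaging, 6 fields/well. Read-out basis: Nuclear/cytoplasmic beta-catenin signal ratio, % activation.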
Autophagy HCS – autophagy modulators in MEF cells, primary screen, imaging, high-content, MEF GFP-LC3 | MEF GFP-LC3 puncta imaging; test concentration mostly 10 µM | AID 463193, 2010 | actives 0.98% (n = 190,000) | calls only at 10 µM (by protocol);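 active = percentage of spot-positive cells more than 3 SD above its plate mean, without a fluorescence outlier flag or 80% toxicity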;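 also: spot-positive cell cutoff set from DMSO-treated cells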
Insulin prom up – insulin promoter activators in MIN6 cells, imaging, high-content screening, mouse beta cells; MIN6 insulin promoter-GFP reporter; hits give high values; z-score at 5 µM; actives 0.3% (n = 190,000);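 active = z-score above 3 at 5 µM with at least 500 cells counted in the well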
WT yeast gro inh – growth inhibition of WT strain, primary screen, mitochondrial fusion inhibitor project, WT and mutant strains, chemical genetic; inhibition, % at 10 µM; AID 1362, 2008; mitochondrial fusion phenotypic screen; actives 2.1% (n = 190,000); in the data active = inhibition above about 58%; tested in S. cerevisiae
Yfh1-off respiration – enhancers of respiration in Yfh1-depleted yeast, dose response, Friedreich's ataxia, plus single-dose screen (AID 1465); S. cerevisiae Yfh1-off respiration, WST-1 reduction, 72 h; higher fold induction means a stronger effect; one-dose fold induction at 50 µM; EC50 in µM for titrated hits; actives 0.074% (n = 220,000);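 active = fold induction of absorbance versus untreated yeast above a set limit, then at least 30% activation at any dose in follow-up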;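 also: activators that raise dye reduction in frataxin-depleted yeast; strong numbers were not always called active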
NOD2 inhibition – NOD2 signaling inhibitors, cell-based, luminescence, uHTS, HEK293 (AID 1566); HEK293 NOD2/NF-kB luciferase reporter, luminescence; higher % means a stronger effect; inhibition, % at 4 µM; hits with a dose series show EC50 in µM; actives 0.63% (n = 290,000); in the data active = inhibition above about 50%; also: many of its hits are not listed in these tables
MT stabilize HCS – microtubule stabilizers in HeLa cells, primary screen, imaging, high-content imaging; HeLa tubulin immunostaining HCS, 24 h; share of cells brighter than vehicle mean+2SD; % tubulin-high responders, % at 10 µM; actives 0.83% (n = 200,000); AID 2205, 2009;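 active = plate Z-score above 3 for both tubulin-high and condensed-nucleus cell shares, with cell loss under 80%, at 10 µM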;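 also: anti alpha tubulin signal scored within the nucleus-defined area of each cell; some results filed as inactive read as strong as hits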
WT yeast gro inh mutant strain – recorded beside WT yeast gro inh, whose call it bears; inhibition, %; mitochondrial fusion phenotypic screen, mutant strain inhibition
Dynein cargo inh cytoplasmic EGFP – second read-out of Dynein cargo inh, no call of its own (marks repeat the call); z-score; measured here: cytoplasmic GR-EGFP intensity; hits give high values
Dynein cargo inh nuclear GR-EGFP – recorded beside Dynein cargo inh, whose call it bears; z-score; measured here: nuclear GR-EGFP intensity;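 lower value marks the stronger effect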
Dynein cargo inh cell count – also measured in Dynein cargo inh; calls as there; z-score; measured here: cell count per field
Insulin prom up cell count – second read-out of Insulin prom up, no call of its own (marks repeat the call); cell count; measured here: cytotoxicity, nuclei count;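 total cells summed across four imaged fields per well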
Hep lipid drop cells 6.5 µM – also measured in Hep lipid drop; calls as there; cell count; measured here: cell count, cytotoxicity flag;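 cells counted across two imaged fields per well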
b-catenin transl cell count 5 µM – also measured in b-catenin transl; calls as there; cell count; measured here: cell count, cytotoxicity flag
MT stabilize HCS Hoechst-high % – also measured in MT stabilize HCS; calls as there; % Hoechst-high responders; measured here: nuclear condensation Hoechst responders;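 share of cells brighter than vehicle mean plus two SD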
MT stabilize HCS cytotoxicity % – also measured in MT stabilize HCS; calls as there; toxicity, %; measured here: cytotoxicity by cell density;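 0% = mean cell density of plate MIN control wells and 100% = no cells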
Autophagy HCS cell loss 18 h – also measured in Autophagy HCS; calls as there; toxicity, %; measured here: cell loss, nuclei count;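 cell loss after 18 h compound exposure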
The depositor's hits bear a star; i = inactive; . = not tested or not shown. Some of the compounds tested; the hit share may differ from the screen's.

structure,Dynein cargo inh cell count,MT stabilize HCS cytotoxicity %,Dynein cargo inh nuclear GR-EGFP,Hep lipid drop cells 6.5 µM,Autophagy HCS,NOD2 inhibition,MT stabilize HCS Hoechst-high %,b-catenin transl cell count 5 µM,WT yeast gro inh mutant strain,WT yeast gro inh,Yfh1-off respiration,Hep lipid drop,b-catenin transl,Insulin prom up cell count,MT stabilize HCS,Insulin prom up,Autophagy HCS cell loss 18 h,Dynein cargo inh,Dynein cargo inh cytoplasmic EGFP
CCCCC(=O)Nc1ncc(Br)s1,0.861,0.9,-0.473,734,i,-4.0%,1.8,.,-18.8,-2.1,i,6.4,.,.,3.3,.,1.3,-1.03,-0.229
COc1ccccc1NC(=S)NC(=O)CC(C)C,0.314,3.9,0.51,.,i,2.8%,2.7,1321,-28.8,-13.1,i,.,1.1,1606,2.6,1.58,-9.3,0.305,-0.209
NC(=O)c1ccsc1NC(=O)c1nc(-c2ccccc2)n(-c2ccccc2)n1,-0.479,5.1,2.02,877,i,0.6%,2.4,1206,-8.9,3.2,i,2.9,14.6,1289,3.9,-1.45,-37.1,1.81,-0.116
Cn1cccc1C(C#N)(CC#N)c1cccc(F)c1C#N (stereo not drawn),-0.362,8.3,-0.614,623,i,9.1%,2.8,1191,-7.6,-3.9,i,2.7,-1.8,1198,1.0,-0.15,5.1,-0.876,-0.185
Cc1cc(NC(=O)NC2(C(F)(F)F)Oc3ccc(Cl)cc3O2)no1 (stereo not drawn),-0.0319,0.4,-0.518,781,i,-2.2%,3.3,1172,8.9,15.8,i,9.3,-1.1,758,5.3,-0.91,35.0,-0.839,-0.223
O=C(NCc1ccc2c(c1)OCO2)C1CCCN1S(=O)(=O)c1ccc(F)cc1 (stereo not drawn),-1.76,.,1.3,697,.,-10.9%,.,1334,.,.,i,0.0,0.2,1018,.,-0.05,.,1.14,-0.167
COCCNC(=O)c1ccccc1NC(=O)C1COc2ccccc2O1 (stereo not drawn),-0.0825,0.4,0.615,.,i,6.0%,2.9,1042,4.5,8.0,i,.,-3.2,1255,2.6,-0.47,-3.2,0.607,-0.164
CCOc1ccc(N2C(=O)/C(=C/c3cccs3)N(CC(=O)OC)C2=S)cc1,0.252,10.4,1.03,.,i,2.9%,1.9,.,.,.,i,.,.,.,4.1,.,-36.2,0.86,1.18
Nc1cc(=O)[nH]c(SCC(=O)Nc2ccc(F)c(Cl)c2)n1,0.35,6.5,-0.211,769,i,14.0%,1.3,.,1.9,-9.7,i,-3.1,.,949,1.5,-0.14,-4.2,0.0149,-0.0952
Cc1ccccc1N(Cc1ccccc1F)S(C)(=O)=O,0.541,16.1,0.0222,783,i,14.9%,1.8,.,-1.8,6.7,i,-21.7,.,946,1.1,0.73,-3.4,0.254,-0.311
CN(C)c1ccc(/C=[N+](\[O-])C(C)(C)/C=N/O)cc1,1.07,6.2,-0.406,.,i,-4.2%,4.0,1043,50.9,-5.8,i,.,-2.7,1167,3.2,-0.07,21.3,0.0645,-0.389
OCCN(Cc1ccccc1)Cc1ccccc1O,-0.484,10.1,-0.0633,706,i,7.4%,1.4,1094,6.4,-7.5,i,-1.1,-2.4,1298,3.7,-0.68,-7.1,-0.18,0.0519
COc1cccc(-c2nnc(SCC(N)=O)n2-c2ccc(Cl)cc2)c1,1.07,5.7,0.212,666,i,15.1%,1.7,1073,0.9,-7.0,i,5.4,-0.2,.,3.5,.,3.8,-0.127,0.228
Cc1nc(CSc2nnc3scc(-c4ccc(Cl)cc4)n23)cs1,0.567,1.3,-0.0967,741,i,7.8%,1.3,.,27.1,-0.6,i,0.0,.,1203,2.8,1.5,-12.1,-0.0555,-0.145
CCOC(=O)C1(CCCc2ccccc2)CCN(C(=O)CCn2cncn2)CC1,0.537,7.3,0.192,698,i,2.0%,1.3,971,-8.8,-14.6,i,-10.6,-1.8,.,1.7,.,4.1,-0.267,0.0104
Cc1ccc(C(=O)CNc2nc3c(c(=O)[nH]c(=O)n3C)n2Cc2ccccc2)cc1,-0.539,11.5,0.235,.,i,19.3%,2.8,1310,-9.2,-16.4,i,.,-1.0,1560,4.7,-0.38,-12.6,-0.308,-0.184
C=C(C)COc1ccc(-c2[nH]ncc2Oc2cccc(OC)c2)c(O)c1,-0.229,7.1,-0.625,763,i,7.0%,2.7,1223,11.8,1.0,i,-15.6,0.2,1281,4.2,-0.67,12.8,-0.034,-0.147
CCOC(=O)C1CCN(CCC(=O)Nc2ccc(Cl)cc2)CC1,0.159,5.7,-0.155,714,i,1.9%,3.4,1224,-5.6,-13.4,i,-0.1,-3.3,877,2.9,1.06,-6.5,-0.141,-0.253
CC1CCCN(c2cc(N(C)CCO)c([N+](=O)[O-])c3nonc23)C1 (stereo not drawn),0.235,8.5,0.00603,696,i,12.0%,1.2,1106,-1.2,-0.3,>100µM*,3.5,-1.9,1284,1.3,0.31,20.9,0.00601,-0.285
N#Cc1cc2c(nc1SCC(=O)N1CCCCC1)CCCC2,0.987,20.2,0.373,782,i,-1.2%,0.7,.,-8.6,7.2,i,-8.2,.,1255,1.3,-0.06,5.9,0.188,0.464
COc1ccc(C(C)(C)C)cc1NC(=O)CCCn1c(=O)oc2ccccc21,0.197,14.7,0.348,616,i,13.7%,3.1,1116,5.1,6.6,i,-5.9,0.8,1511,2.9,-0.18,-6.1,0.416,-0.247
COc1ccc(CC(=O)Nc2ccc(C(C)=O)cc2)cc1,-1.82,1.2,0.768,661,i,1.4%,2.1,1579,-6.0,-1.8,i,-19.9,0.7,.,2.6,.,1.9,1.47,-0.0754
CCn1c2ccccc2c2nc3cc(OC)c(OC)cc3nc21,-0.422,12.9,0.475,.,i,10.6%,4.1,1400,5.0,-15.4,i,.,6.8,1157,12.7,-0.57,-12.9,0.622,-0.201
Cc1ccc(-c2nc(N3CCOCC3)sc2C(=O)N2CCOCC2)cc1,0.312,8.6,-0.604,741,i,4.7%,3.2,567,-9.6,-7.5,i,-0.1,-5.5,1330,3.8,-0.02,-4.0,-0.81,-0.323
CC(C)OC(=O)n1c(=S)oc2ccccc21,0.111,8.0,0.418,825,i,9.2%,3.1,972,16.1,1.6,i,11.5,-4.4,867,3.4,2.17,1.5,0.491,0.135
Nc1nnc(CCCCCc2nnc(N)s2)s1,-0.247,5.6,0.463,713,i,16.8%,2.6,1059,8.6,-9.5,i,5.4,-1.7,1205,2.8,0.32,-2.0,0.397,-0.336
O=C(O)C1C2CCC(C2)C1C(=O)NCCCn1ccnc1 (stereo not drawn),.,.,.,.,.,-8.1%,.,934,4.0,7.1,i,.,-3.5,1306,.,0.72,.,.,.
O=C(Oc1oc(-c2ccco2)nc1C=Nc1ccc(Cl)cc1)c1ccco1,-0.386,9.9,-1.53,.,i,-46.3%,1.7,.,-3.3,4.7,.,.,.,.,3.2,.,4.4,-3.4,0.342
COC(=O)CC/C(O)=C1\C(=O)CC(C)(C)CC1=Nc1ccccc1OC,0.25,16.4*,-0.111,699,i,7.3%,11.7*,1131,-14.4,1.8,i,-19.0,-2.6,.,16.7*,.,4.9,0.0157,-0.302
Cc1ccc(NC(=O)CNCC2CCCCC2)cc1S(=O)(=O)N(C)C,0.955,.,-0.4,703,.,22.0%,.,1319,.,.,i,-4.5,1.0,1342,.,-0.53,.,-0.00179,-0.228

Compound profiles (already shown). Values in the order: Dynein cargo inh cell count	MT stabilize HCS cytotoxicity %	Dynein cargo inh nuclear GR-EGFP	Hep lipid drop cells 6.5 µM	Autophagy HCS	NOD2 inhibition	MT stabilize HCS Hoechst-high %	b-catenin transl cell count 5 µM	WT yeast gro inh mutant strain	WT yeast gro inh	Yfh1-off respiration	Hep lipid drop	b-catenin transl	Insulin prom up cell count	MT stabilize HCS	Insulin prom up	Autophagy HCS cell loss 18 h	Dynein cargo inh	Dynein cargo inh cytoplasmic EGFP
Record of `C=C(C)COc1ccc(-c2[nH]ncc2Oc2cccc(OC)c2)c(O)c1` = -0.229	7.1	-0.625	763	i	7.0%	2.7	1223	11.8	1.0	i	-15.6	0.2	1281	4.2	-0.67	12.8	-0.034	-0.147
Record of `COc1ccc(CC(=O)Nc2ccc(C(C)=O)cc2)cc1` = -1.82	1.2	0.768	661	i	1.4%	2.1	1579	-6.0	-1.8	i	-19.9	0.7	.	2.6	.	1.9	1.47	-0.0754
Record of `CCOc1ccc(N2C(=O)/C(=C/c3cccs3)N(CC(=O)OC)C2=S)cc1` = 0.252	10.4	1.03	.	i	2.9%	1.9	.	.	.	i	.	.	.	4.1	.	-36.2	0.86	1.18
Record of `O=C(O)C1C2CCC(C2)C1C(=O)NCCCn1ccnc1` (stereo not drawn) = .	.	.	.	.	-8.1%	.	934	4.0	7.1	i	.	-3.5	1306	.	0.72	.	.	.
Record of `Cc1ccccc1N(Cc1ccccc1F)S(C)(=O)=O` = 0.541	16.1	0.0222	783	i	14.9%	1.8	.	-1.8	6.7	i	-21.7	.	946	1.1	0.73	-3.4	0.254	-0.311

Assay outcomes deposited in PubChem BioAssay by several laboratories.
